# E coli growth: E. coli V3065 growth inhibition, primary screen, counter-screen for AddAB inhibitor project, absorbance, OD600; 18 h; inhibition, % at 11.9 µM; hit rate 0.27% among 330,000;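 active = inhibition above the campaign's mean inhibition across all tested compounds plus 3 SD, cut at about 9.9% in these data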;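 note: uninfected addAB+ strain grown without phage in ampicillin broth; 0% = DMSO wells and 100% = ciprofloxacin 0.95 µg/ml wells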
# phage Ecoli inh: growth loss of phage-infected E. coli, primary screen, RecBCD inhibitor project, absorbance, with phage, HTS; inhibition, % at 11.9 µM; hit rate 0.26% among 360,000; AID 651602, 2012; in the data active = inhibition above about 11%
# Pemphigus Ab inh: inhibitors of pemphigus antibody binding to DSG3, primary screen, biochemical, bead-based, flow cytometry, scFv-GFP | hit rate 0.48% among 310,000 | AID 588358, 2011 | binding (percent of control), % at 10 µM | DSG3-coupled beads, scFv-anti-DSG3-GFP binding; active compounds read low;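 active = binding more than 3 SD below its plate's average and above zero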;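 note: hits lower antibody fragment binding to DSG3; some compounds called inactive have numbers as strong as hits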
# HTR5A inv ctr: HTR5A inverse agonists in luminescence cell assay, primary screen, counter-screen for OPRM1-OPRD1 heterodimer inverse agonist project, full-deck HTS. 5-hydroxytryptamine receptor 5A (Homo sapiens), P47898. HTR5A cell line, inverse agonism. inhibition, % at 9.3 µM. hit rate 0.083% among 340,000. AID 504634, 2011; in the data active = inhibition mostly above about 23%, no sharp cut-off; inactive = mostly below about 18%;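 note: 0% = cells with DMSO and 100% = no-cell wells with DMSO; some compounds called inactive have numbers as strong as hits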
# HTR5A ag: HTR5A agonists in luminescence cell assay, primary screen, counter-screen for OPRM1-OPRD1 heterodimer agonist project, full-deck HTS; 5-hydroxytryptamine receptor 5A (Homo sapiens), P47898; cell-based; activation, % at 9.3 µM; hit rate 0.61% among 340,000; AID 504692, 2011; in the data active = activation mostly above about 9.5%, no sharp cut-off; inactive = mostly below about 7.6%;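 note: 0% = cells with vehicle only and 100% = reference agonist; strong numbers were not always called active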
# MOR-DOR ag: agonists of OPRM1-OPRD1 heterodimerization, primary screen, cell-based, luminescence; hit rate 0.3% among 340,000; Mu-type opioid receptor (Homo sapiens) + Delta-type opioid receptor (Homo sapiens), …; cells; activation, % at 9.3 µM; in the data active = activation above about 18%;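 note: 0% = vehicle-treated cells and 100% = reference agonist; values of inactives mirror those of a sister screen read the other way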
# Target sequence (P35372 whole entry, looked up): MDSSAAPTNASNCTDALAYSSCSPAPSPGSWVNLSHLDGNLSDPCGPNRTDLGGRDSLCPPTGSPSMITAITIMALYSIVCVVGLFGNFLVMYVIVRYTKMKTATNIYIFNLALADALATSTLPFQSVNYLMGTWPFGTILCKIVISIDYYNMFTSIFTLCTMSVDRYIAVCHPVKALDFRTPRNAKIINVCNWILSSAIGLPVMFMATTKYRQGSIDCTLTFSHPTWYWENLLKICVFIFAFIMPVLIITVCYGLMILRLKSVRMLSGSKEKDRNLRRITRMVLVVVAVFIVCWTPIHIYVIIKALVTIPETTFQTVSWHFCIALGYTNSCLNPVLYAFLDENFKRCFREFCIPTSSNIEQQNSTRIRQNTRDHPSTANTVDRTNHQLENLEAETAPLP
# Target sequence (P41143 whole entry, looked up): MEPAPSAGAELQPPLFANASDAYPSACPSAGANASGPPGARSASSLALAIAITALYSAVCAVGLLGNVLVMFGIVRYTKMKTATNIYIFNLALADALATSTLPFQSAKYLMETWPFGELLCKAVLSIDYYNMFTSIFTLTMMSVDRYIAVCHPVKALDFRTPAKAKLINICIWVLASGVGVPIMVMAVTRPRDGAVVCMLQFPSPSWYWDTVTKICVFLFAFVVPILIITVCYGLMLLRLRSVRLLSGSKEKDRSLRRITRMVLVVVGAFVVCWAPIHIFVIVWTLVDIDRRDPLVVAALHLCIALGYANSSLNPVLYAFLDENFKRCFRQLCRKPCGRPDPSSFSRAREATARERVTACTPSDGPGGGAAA
# Mot1-301 SUMO: yeast Mot1-301 growth rescue at high temperature, primary screen, SUMOylation pathway inhibitor project, S. cerevisiae, ATP luminescence, 38.5C; S. cerevisiae Mot1-301 growth rescue; percent above DMSO median, 100 means doubled; growth rescue, % at 18.8 µM; hit rate 1% among 320,000;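 active = every valid replicate shows activation above 250% relative to neutral control wells; inactive = the rest, any valid replicate at or below 250%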;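 note: OY570 slx delta 5 strain wells were the positive control but not used for scaling; some compounds called inactive have numbers as strong as hits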
# PfHsp90 yeast 2: growth inhibition of PfHsp90-expressing yeast, primary screen, antimalarial PfHsp90 inhibitor project, S. cerevisiae, BacTiter-Glo luminescence, single point, set 2. hit rate 0.32% among 310,000. inhibition, % at 9.4 µM. BacTiter-Glo ATP, 48 h; yeast lacking PDR1 and PDR3 efflux regulators;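 active = every replicate shows inhibition above about 80%, whatever the replicate mean, limit read from the data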;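 note: 0% = DMSO neutral controls and 100% = 20 µM radicicol positive controls; yeast relying on Plasmodium falciparum Hsp90 in place of its own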
# PKA-R1A activ: activators of PKA-R1A holoenzyme, primary screen, biochemical, fluorescence polarization, Cy5-IP20, bovine R1A, mouse PKAc. cAMP-dependent protein kinase type I-alpha regulatory subunit (Bos taurus) + …. activation, % at 11.4 µM. hit rate 0.083% among 340,000. PKA-R1A dissociation; scaled: DMSO 0%, 113 µM cGMP 100%;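 active = percent activation above the mean of all tested compounds plus 3 SD, cut at about 19% in these data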;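 note: higher means more PKAc released from R1A so a rise in polarization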
# MOR-DOR inv ag: inverse agonists of MOR-DOR heterodimerization, primary screen, cell-based, luminescence. cell-based MOR-DOR heterodimer luminescence, inverse agonism. inhibition, % at 9.3 µM. hit rate 0.21% among 340,000. AID 504357, 2011; in the data active = inhibition above about 22%, passing the limit was not always enough;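 note: 0% = cells with DMSO and 100% = wells without cells with DMSO; values of inactives mirror those of a sister screen read the other way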
# AddAB inh: growth inhibition of E. coli expressing H. pylori AddAB, primary screen, AddAB inhibitor project, absorbance | inhibition, % at 11.9 µM | hit rate 0.29% among 330,000; in the data active = inhibition above about 12%;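 note: 0% = vehicle wells of infected cells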
# * = called active by the depositor; . = not tested or not shown; & = joins results of further samples.
SMILES,E coli growth,phage Ecoli inh,Pemphigus Ab inh,HTR5A inv ctr,HTR5A ag,MOR-DOR ag,Mot1-301 SUMO,PfHsp90 yeast 2,PKA-R1A activ,MOR-DOR inv ag,AddAB inh
COc1ccc2c(c1)CCc1c(C(=O)NCC(C)C)noc1-2,-0.3,2.9,102.9,-11.2,4.1,2.4,-8.1,16.1,2.7,-12.5,1.6
COc1ccc(C2CC(c3ccccc3)=NN2c2ccc(S(N)(=O)=O)cc2)cc1 (stereo unspecified),0.9,4.0,98.1,4.2,-1.5,3.6,.,-49.6,-4.0,-18.4,2.7
O=C(NC(=S)N1CCN(C/C=C/c2ccccc2)CC1)c1ccc(F)cc1,-4.4,-1.5,97.1,3.1,1.1,-1.0,20.4,3.1,5.0,4.9,-3.3
CCCCC(=O)NS(=O)(=O)c1ccc(N=NN2CCCCC2)cc1,-0.9,3.2,117.0,7.0,2.4,-2.4,5.7,-3.1,-10.4,13.0,3.4
Cc1ccc(NC(=O)CN2C(=O)CC(C)S(=O)(=O)c3ccccc32)cc1 (stereo unspecified),-1.1,-0.6,105.8,-5.6,-1.9,-1.3,5.4,-14.3,0.4,6.5,0.4
CC1(c2ccccc2Cl)NC(=O)N(CC(=O)Nc2ccc3c(c2)OCO3)C1=O (stereo unspecified),2.9,2.8,104.2,2.0,2.3,-2.6,.,5.0,-3.6,13.2,-0.3
CN1C(=O)N(CN2CCCCC2)C2C1N(C)C(=O)N2CN1CCCCC1 (stereo unspecified),2.0,5.2,103.2,2.5,-0.9,-2.4,13.4,-3.2,-5.0,13.2,5.0
CCN(CC)C(=O)C1CCN(S(=O)(=O)c2cccc3nonc23)CC1,1.0,1.6,124.9,5.7,2.0,-2.4,-0.1,13.9,9.0,11.1,1.1
CCN(CC)CCNC(=O)c1ccc(Cl)c(S(=O)(=O)Nc2ccc(Cl)cc2)c1,0.1,2.4&4.4,111.2&94.5,0.1&-7.3,0.0&5.5,-3.8&-1.7,.,-3.1&12.7,-5.4&-2.4,19.7&9.8,2.0
O=C1CC(=O)C(n2cncn2)C(c2cccc(Cl)c2)C1 (stereo unspecified),1.6,-0.4,103.4,12.1,3.5,-2.9,150.4,12.8,1.2,14.6,-1.1
O=C(CN1CCN(c2ccc(F)cc2)CC1)Nc1ccc2c(c1)OCCO2,-1.1,-0.1,89.3,-5.7,0.0,-0.7,212.8,16.8,6.2,4.1,1.5
Cc1ccc2nc(NC(=O)C3CCN(c4ncnc5sc(C)c(C)c45)CC3)sc2c1,-1.6,.,86.2*,0.3,5.4,1.3,410.7,-3.7,-3.2,-6.7,2.3
Cc1nn(C(C)C(=O)O)c(=O)c2c1sc1ccccc12 (stereo unspecified),3.0,3.3,101.2,-10.5,-1.8,-2.8,-10.4,17.4,5.5,14.5,2.5
O=S(=O)(Cc1ccc(Cl)cc1)c1ccccc1-c1nnc(-c2ccccc2)o1,1.1,1.3,105.6,-24.8,9.6,-1.9,-5.8,11.5,-8.8,9.3,2.2
COc1ccc(OCC(O)CNC(C)c2ccccc2)cc1 (stereo unspecified),0.7,0.2,103.8,-9.8,2.6,-0.2,-9.0,21.4,-9.2,1.1,1.6
COc1ccc(NC(=O)c2ccco2)cc1NC(=O)c1c(F)c(F)c(OC)c(F)c1F,1.6,0.5,106.5,-0.2,2.9,0.8,11.3,-16.6,-5.2,-3.3,2.2
COc1ccc(-n2nc3c(c2NC(=O)COc2ccccc2)CS(=O)(=O)C3)cc1,-2.1,2.2,.,20.8,-2.4,-3.9,-14.2,3.4,0.5,20.0,0.8
CCOCCCn1c(SCc2nc3sc(C(=O)O)c(C)c3c(=O)[nH]2)nnc1-c1ccc(Cl)cc1,-0.4,1.7,.,-4.3,-3.4,0.7,156.7,-12.7,-4.4,-3.1,0.8
Cc1ccc(SCc2ccc(C(=O)Nc3cccc([N+](=O)[O-])c3C)cc2)cc1,-0.2,0.4,94.6,-13.7,5.2,3.1,31.5,20.8,-6.1,-19.6,1.1
Cc1nn(C)c(C(=O)NNC(=O)NC2CCCCC2)c1Cl,.,1.1,112.6,-4.3,6.1,0.5,.,-26.8,-0.3,-1.5,.

# Pemphigus Ab inh: entries above that show a hit
SMILES	phage Ecoli inh	Pemphigus Ab inh	MOR-DOR ag	Mot1-301 SUMO	PKA-R1A activ	MOR-DOR inv ag
Cc1ccc2nc(NC(=O)C3CCN(c4ncnc5sc(C)c(C)c45)CC3)sc2c1	.	86.2*	1.3	410.7	-3.2	-6.7

# Next records.
SMILES,E coli growth,phage Ecoli inh,Pemphigus Ab inh,HTR5A inv ctr,HTR5A ag,MOR-DOR ag,Mot1-301 SUMO,PfHsp90 yeast 2,PKA-R1A activ,MOR-DOR inv ag,AddAB inh
CCOc1cc(NC(=S)NCc2ccco2)c(OCC)cc1NC(=O)c1ccco1,-19.2,1.9,107.9,-3.1,-0.7,1.0,269.3,-16.3,-2.1,-5.2,1.2
COc1ccc(NS(=O)(=O)c2ccc(NS(=O)(=O)c3ccc(SC)cc3)cc2)c(OC)c1,-0.1,2.2,101.6,-21.4,6.6,-0.5,8.3,3.7,1.3,2.6,3.0
COc1ccc(C(C)=O)cc1COC(=O)CSC(C)C(=O)Nc1cc(C)on1 (stereo unspecified),-1.5,2.6,95.0,12.4,-4.5,0.2,18.0,.,-10.6,-1.2,0.9
Cc1ccc(NC(=O)CN2C(=O)S/C(=C\c3cccn3C)C2=O)cc1,-1.7,1.2,103.3,-12.5,9.3,2.7,10.3,-18.7,1.8,-15.0,0.7
COc1ccc(Cl)cc1C(=O)N1CCN(Cc2ccc3c(c2)OCO3)CC1,-0.5,2.2,112.6,-5.7,2.1,-1.2,-0.2,-11.9,-13.8,6.2,2.6
O=C(O)c1ccc(Oc2ccc(S(=O)(=O)c3ccc(C(=O)O)c(C(=O)O)c3)cc2)cc1,.,2.6,105.5,6.1,-1.8,-0.7,-1.6,-5.2,6.4,3.6,.
O=C(NCc1ccccn1)Nc1ccc(Cl)cc1Cl,-1.3,0.6,110.6,10.3,-4.0,-3.0,-5.1,3.5,-2.1,12.4,-1.8
Cc1c(Cl)cccc1NC(=O)C(=O)NNC(=O)c1ccccc1F,-7.0,-4.8,122.5,-7.8,2.8,-0.3,25.7,.,-1.1,1.3,6.5
O=C(N/N=C/c1cc(Cl)cc(Cl)c1O)c1ccncc1,-2.5,3.3,98.1,-2.5,0.9,-0.8,94.9,-58.3,-17.4,4.2,-0.6
Cc1ccc2oc(=O)c(/C=C(\O)CC(C)C)nc2c1,-1.6,-0.6,139.4,-21.8,6.2,-2.0,4.4,7.0,3.5,10.8,1.5
Cc1[nH]c(=S)c(C#N)c(C)c1Cc1ccc(Cl)cc1Cl,-1.9,1.1,106.8,-2.6,-3.4,-2.5,24.5,-6.3,6.2,12.8,-0.8
CCOc1ccc(N(CC(=O)NCCSCc2ccccc2)S(=O)(=O)c2ccccc2)cc1,1.5,-0.4,110.7,17.1,-2.4,-2.8,-6.0,7.4,-9.1,15.5,0.3
CC(C)(C)c1ccc(/C=C2\SC(=O)N=C2N)cc1,0.8,1.7,108.0,18.9,0.1,0.9,-13.4,.,-0.9,-4.5,4.0
COc1ccc(-c2sc3cc4c(cc3c2C#CC2(O)CCCCC2)OCO4)cc1,-2.4,2.7,102.3,-25.0,8.5,-2.5,16.9,-4.3,2.2,14.3,1.9
CC1CCc2sc(C(=O)OCC(=O)NCc3ccc(F)cc3)cc2C1 (stereo unspecified),0.3,4.2,.,-14.9,-1.4,3.4,-4.1,2.6,3.7,-17.5,0.9
CCOC(=S)NC(=O)c1sc2ccccc2c1Cl,-0.2,-2.3,97.7,1.9,0.3,-0.3,-14.1,-73.6,-3.8,1.8,2.0
O=C(CCC(=O)N1CCCCCC1)Nc1ccc([N+](=O)[O-])cc1,0.9,1.6,113.1,-17.3,4.1,-2.3,-14.9,15.9,-8.0,12.1,2.8
Cc1ccc(-c2n[nH]c(=S)n2/N=C/c2ccncc2)cc1,0.0,3.7,103.0,18.4,-7.1,1.8,10.3,-8.1,0.0,-10.5,3.9
Cc1cc(C)cc(NS(=O)(=O)c2cnc(Cl)c(Cl)c2)c1,1.4,3.4,98.9,-12.9,3.5,7.9,-3.6,-51.6,12.8,-42.4,6.1
CC(C)C(c1nnnn1Cc1ccc(F)cc1)N1CCN(C2CCCC2)CC1 (stereo unspecified),2.6,2.9,100.3,2.5,3.3,1.0,-10.1,22.8,8.0,-5.6,2.1
CCN(CC)C(=O)c1c[nH]c2ccc(S(=O)(=O)Nc3cc(C)cc(C)c3)cc2c1=O,-3.1,-1.6,103.3,-11.2,1.9,1.0,-12.8,-7.1,-1.5,-5.7,-0.3
Cc1ccc(CSc2nnc(-c3ccncc3)n2C)cc1,-1.3,2.9,103.8,-9.2,3.9,2.1,-12.5,-18.8,2.7,-11.3,2.6
COc1ccc(C(=O)NCC(=O)OCc2csc(-c3ccccc3)n2)cc1,0.8,1.2,91.2,-9.0,6.9,-1.0,9.5,9.2,-2.7,6.5,-1.4
COCCNC(=O)CSc1nnc(NC(=O)C2CC(=O)N(c3ccccc3OC)C2)s1 (stereo unspecified),-0.6,0.7,101.8,-3.3,0.5,-2.7,6.7,-18.7,-21.1,14.0,-3.3
COc1ccc(OCCSc2nnc(-c3ccccc3)n2N)cc1,-0.1,3.4,91.2,-9.7,2.7,-0.8,-2.9,20.8,-11.1,4.3,-0.4
O=S(=O)(NCc1cccs1)c1cccc2cccnc12,-1.2,3.5,107.8,12.1,-2.2,0.1,-8.6,-14.1,-1.0,-0.5,-2.5
COc1cc(C2c3c(c(C)c(C)oc3=O)Oc3c(C)c(C)oc(=O)c32)ccc1OS(=O)(=O)c1ccc(C)cc1,0.0,2.5,95.3,-10.5,-5.6,-1.5,-2.9,3.4,4.3,8.1,1.3
Cc1c(Cl)cccc1NC(=O)Cn1c(-c2ccc(F)cc2)noc1=O,2.1,4.0,97.2,14.6,7.5,1.9,-12.8,-23.1,-4.2,-9.3,0.7
Cc1ccc(S(=O)(=O)N2CC(O)CC2C(=O)NCc2ccc3c(c2)OCO3)cc1 (stereo unspecified),-2.2,1.7,107.4,-1.0,0.4,1.4,-1.3,4.5,2.1,-7.2,-1.7
